S1P2 antag = antagonists of human S1P2 receptor. inhibition, % at 5 µM. cell-based S1P2 antagonist assay, inhibition at 5 uM. AID 736. O95136. hit rate 0.21% among 97,000; in the data active = inhibition above about 45%;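 also: CRE beta-lactamase reporter cells expressing human S1P2 stimulated with S1P; 0% = agonist at EC80 alone and 100% = agonist plus reference antagonist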
PostGolgi ctrl = yeast control strain growth, post-Golgi counter-screen; efflux-deficient yeast background strain, growth absorbance A615, 16 h; AID 738; hit rate 5% among 98,000; inhibition, % at 10 µM
E coli WT exp = growth inhibitors of E. coli BW25113 wild type; OD600 absorbance; growth inhibition, % at 100 µM; hit rate 0.15% among 98,000;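 active = growth inhibition above about 50% at one test dose, limit read from the data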;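 also: growth measured after 20 h incubation at 37 °C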
sEH act = activators of human soluble epoxide hydrolase; AID 717; purified human sEH enzymatic activity, activator screen; P34913; hit rate 0.04% among 91,000; activation, % at 2 µM; in the data active = activation above about 37%; also: values of inactives mirror those of a sister screen read the other way
Target sequence (P34913 whole entry, looked up): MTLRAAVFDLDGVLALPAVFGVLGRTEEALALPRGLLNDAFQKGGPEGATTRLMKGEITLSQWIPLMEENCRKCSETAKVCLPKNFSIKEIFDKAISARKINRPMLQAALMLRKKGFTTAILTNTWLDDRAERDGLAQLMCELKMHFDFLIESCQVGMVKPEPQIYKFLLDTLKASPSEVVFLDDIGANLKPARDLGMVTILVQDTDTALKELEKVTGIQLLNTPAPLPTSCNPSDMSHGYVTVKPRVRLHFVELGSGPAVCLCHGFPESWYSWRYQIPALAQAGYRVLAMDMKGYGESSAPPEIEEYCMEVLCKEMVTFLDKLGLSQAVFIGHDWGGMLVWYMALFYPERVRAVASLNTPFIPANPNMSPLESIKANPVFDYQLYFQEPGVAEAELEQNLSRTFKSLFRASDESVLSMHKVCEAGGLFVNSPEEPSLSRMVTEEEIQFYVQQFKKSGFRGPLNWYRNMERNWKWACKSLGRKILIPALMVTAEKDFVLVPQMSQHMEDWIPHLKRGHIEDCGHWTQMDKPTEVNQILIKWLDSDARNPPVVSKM
S1P2 agonist = activates the human S1P2 receptor; S1P2-expressing cell line, agonist reporter read-out; O95136; activation, % at 4.5 µM; hit rate 0.46% among 97,000; in the data active = activation above about 16%;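 also: 0% = vehicle low control and 100% = maximal reference agonist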
PostGolgi yeast = growth inhibition of a yeast mutant, post-Golgi transport screen; post-Golgi transport phenotypic cell assay; inhibition, % at 10 µM; hit rate 0.9% among 98,000;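 also: yeast cells grown in 1536-well plates; yeast grown about 18 h at 30C before absorbance read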
PLAP activator = activators of human placental alkaline phosphatase | activation fold at 20 µM | purified PLAP enzyme, luminescent substrate read-out; hits give high values | hit rate 1.2% among 96,000 | AID 696; in the data active = activation fold above about 2
Target sequence (P05187 whole entry, looked up): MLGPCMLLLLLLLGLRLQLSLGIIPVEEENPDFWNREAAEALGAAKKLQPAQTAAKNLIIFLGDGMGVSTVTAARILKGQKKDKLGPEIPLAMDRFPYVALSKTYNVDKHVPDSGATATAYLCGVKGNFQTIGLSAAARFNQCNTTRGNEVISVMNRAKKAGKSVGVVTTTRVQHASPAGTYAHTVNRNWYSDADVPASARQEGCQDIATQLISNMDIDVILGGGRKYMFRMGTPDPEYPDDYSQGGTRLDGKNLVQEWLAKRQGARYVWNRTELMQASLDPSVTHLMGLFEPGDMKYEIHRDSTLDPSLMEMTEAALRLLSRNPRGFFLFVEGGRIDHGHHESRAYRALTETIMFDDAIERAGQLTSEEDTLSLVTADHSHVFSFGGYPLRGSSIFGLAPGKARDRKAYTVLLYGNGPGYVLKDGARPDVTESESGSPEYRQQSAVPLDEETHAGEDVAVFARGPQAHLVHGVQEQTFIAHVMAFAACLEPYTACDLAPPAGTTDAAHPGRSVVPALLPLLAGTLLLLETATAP
CD11b adhes inh = inhibitors of human CD11b/CD18 binding to fibrinogen; K562 CD11b/CD18 adhesion to fibrinogen, ATPlite luminescence; Mn2+ added to activate the integrin; inhibition, % at 10 µM; P05107+P11215; hit rate 0.54% among 93,000; AID 1497;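 active = primary inhibition of 50% or more at 10 µM, then 40% or more on retest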; also: some results filed as inactive read as strong as hits
sEH inh = soluble epoxide hydrolase (human) inhibition. P34913. recombinant human sEH enzymatic activity assay. inhibition, % at 2 µM. hit rate 0.34% among 91,000; in the data active = inhibition above about 80%; also: values of inactives mirror those of a sister screen read the other way; many of its hits are not listed in these tables
Numbers without * were called inactive; / = not tested or not shown. Rule as the data show it, unless noted: active = inhibition above about 30%; inactive = the rest.

The line under a structure holds: S1P2 antag	PostGolgi ctrl	E coli WT exp	sEH act	S1P2 agonist	PostGolgi yeast	PLAP activator	CD11b adhes inh	sEH inh
COC(=O)C1CCN(C(c2cc(OC)c(OC)c(OC)c2)c2sc3nc(C)nn3c2O)CC1 (stereo not drawn)
→ /	8.6	3.0	/	/	-10.2	1.5	-2.5	/
O=C(NCC(c1cccnc1)N1CCN(c2ccccc2F)CC1)c1ccco1 (stereo not drawn)
→ -4.5	8.7	-7.0	-10.7	-2.6	-10.8	0.9	2.3	9.8
O=C(CC(c1ccccc1)c1ccccc1)Nc1ccc(Cl)cn1
→ -25.1	9.0	-9.0	2.2	-0.8	-3.6	0.9	9.9	0.3
O=C(NC(=S)N(Cc1ccccc1)Cc1ccccc1)C1CCCCC1
→ -7.0	-5.9	-5.0	3.2	0.3	1.2	1	9.3	-0.9
Clc1ccc(CNc2nc(N3CCOCC3)nc(N3CCOCC3)n2)cc1
→ -3.8	13.3	9.0	14.8	-5.8	11.4	1.4	7.1	-15.9
CCOC(=O)C1=NN(C(=O)c2ccc(C)cc2)C(O)(c2ccc(Cl)cc2)C1 (stereo not drawn)
→ 15.8	10.1	13.0	3.3	-6.0	-0.5	1.9	4.3	-1.3
O=C(CCn1c(=S)[nH]c2ccccc2c1=O)NCC1CCCO1 (stereo not drawn)
→ 20.0	0.3	0.0	5.3	-12.3	7.8	0.8	-25.8	-6.0
CS(=O)(=O)N1CCCC(C(=O)NCc2ccc(F)cc2)C1 (stereo not drawn)
→ /	4.2	4.0	/	/	-3.9	0.9	-32.0	/
CCCCC(=O)NC(Nc1nc(C2CC2)cs1)(C(=O)OCC)C(F)(F)F (stereo not drawn)
→ 4.8	35.7*	2.0	/	-7.3	-1.1	1.1	/	/
O=C(CO)N/N=C/c1ccc(Cl)cc1
→ 10.6	-2.8	2.0	8.3	-7.4	5.3	1.1	-9.3	-7.5
O=C(Nn1c(C2CCC2)nc2ccccc2c1=O)C1CCC1
→ /	6.7	-1.0	/	/	1.7	1	-0.8	/
Cc1occc1C(=O)Nc1nccs1
→ -15.6	6.8	4.0	0.6	-4.1	4.5	1	11.1	-0.3
CCCc1nnc(NC(=O)COC(=O)c2cc(C)nc3ccccc23)s1
→ -11.6	8.3	-7.0	-14.2	-9.4	-1.8	1	-1.1	14.8
COC(=O)Cn1cnc2c(nnn2-c2ccc(C)cc2)c1=O
→ 2.8	-6.4	5.0	-6.8	-2.4	-5.5	0.9	-30.3	6.7
CCOc1ccc(CNc2ccc3c(c2)nc(C)n3C)cc1
→ 5.0	10.1	5.0	5.3	-3.3	7.8	0.9	-19.5	-3.6
O=C(c1ccco1)N1CCN(c2ccccc2F)CC1
→ 6.3	-0.7	-3.0	4.5	-6.2	-1.1	1.2	-2.6	-6.6
Cc1ccc(C(=O)/C=C/Nc2cccc(O)c2)cc1
→ /	10.7	1.0	/	/	0.9	0.9	91.3*	/
CSc1nnc(-c2ccc(S(=O)(=O)N3CCOCC3)cc2)n1CC1CCCO1 (stereo not drawn)
→ 10.3	27.8	0.0	-11.5	-5.5	-3.7	1.1	-13.0	14.4
O=C(COc1ccc(Br)cc1)N1CCOCC1
→ -3.1	/	/	-7.3	1.8	/	/	/	8.4
CC1=C(C(=O)Nc2ccccc2)C(c2ccco2)NC(=S)N1 (stereo not drawn)
→ 13.5	4.0	-10.0	7.3	-3.6	-3.9	1	/	-4.8
O=C(CSc1nc2c(c(=O)n1-c1ccc(Cl)cc1)SCC2)Nc1ccc2c(c1)OCCO2
→ /	17.4	-9.0	/	/	1.2	1	-50.3	/
CCc1ccc(CCC(=O)Nc2ccccc2C(=O)O)o1
→ -1.1	-3.4	-9.0	-11.9	-0.8	7.0	1.2	-3.8	12.9
O=C1CCn2nc(-c3ccc(Cl)cc3)cc2N1
→ /	2.5	4.0	/	/	-0.8	1	-9.6	/
O=C(Cc1cnn(-c2ccccc2)c1)c1ccc(O)c(O)c1O
→ 0.9	4.0	24.0	-10.7	-7.8	1.3	2*	-54.5	9.8
CCOC(=O)c1sc2nc(CC(=O)OC)nc(N3CCN(c4ccc(OC)cc4)CC3)c2c1C
→ -28.2	24.9	-15.0	10.7	1.6	-2.3	1.6	10.4	-11.8
CCCCN1Cc2cc(C(=O)c3cc(OC)ccc3O)cnc2NC1=O
→ 7.9	25.1	-5.0	8.3	-6.8	5.5	0.9	0.2	-8.6
Cc1cc(C)n(CCc2nc(-c3cc4ccccc4o3)cs2)n1
→ -5.2	24.4	4.0	-26.1	-8.1	0.0	1.3	2.5	26.1
Cc1nn(CCc2n[nH]c(=S)n2-c2ccc(F)c(Cl)c2)c(C)c1[N+](=O)[O-]
→ 3.9	3.1	6.0	0.2	-5.9	-0.8	1.2	/	0.0
COc1ccc(-c2nnc(SCC(=O)N3CCc4ccccc4C3)o2)cc1
→ 22.3	-1.8	-6.0	2.7	1.6	-7.0	1.5	1.0	-1.5
COC(=O)C(CC(C)C)NC(=O)CNC(=O)c1ccccc1C (stereo not drawn)
→ -9.7	-8.1	-3.0	14.9	0.6	10.2	1.3	2.6	-11.8

Three of the entries above in order of their number in sEH inh, smallest number first:
compound | S1P2 antag | sEH act | S1P2 agonist | PLAP activator | CD11b adhes inh | sEH inh
O=C(c1ccco1)N1CCN(c2ccccc2F)CC1 | 6.3 | 4.5 | -6.2 | 1.2 | -2.6 | -6.6
CC1=C(C(=O)Nc2ccccc2)C(c2ccco2)NC(=S)N1 (stereo not drawn) | 13.5 | 7.3 | -3.6 | 1 | / | -4.8
O=C(Cc1cnn(-c2ccccc2)c1)c1ccc(O)c(O)c1O | 0.9 | -10.7 | -7.8 | 2* | -54.5 | 9.8

Additional records
The line under a structure holds: S1P2 antag	PostGolgi ctrl	E coli WT exp	sEH act	S1P2 agonist	PostGolgi yeast	PLAP activator	CD11b adhes inh	sEH inh
N#Cc1c(C#N)c(-c2ccccc2)n(-c2ccc(C(=O)O)cc2)c1N
→ 5.4	9.9	-1.0	15.6	0.2	3.0	1	-11.1	-16.5
O=S(=O)(Nc1ccc(Oc2ncccn2)c(Cl)c1)c1ccc(F)cc1
→ -2.9	-8.9	0.0	1.3	-6.6	6.6	1.5	-21.1	-2.7
Oc1ccccc1C1Nc2cccc3cccc(c23)N1
→ 7.1	0.8	12.0	1.5	-1.1	-1.7	1.2	/	-1.4
CCOc1nc(-c2ccccc2O)nc2ccccc12
→ -12.4	4.7	-2.0	-7.5	-0.2	-1.1	0.8	-47.0	10.4
O=C1NCN(c2ccccc2)C12CCN(c1nnnn1-c1ccccc1)CC2
→ -14.3	8.1	2.0	-10.2	-2.1	7.9	1.5	-9.3	11.4
CCC(C)NCC(=O)Nc1ccc(-c2nc3cc(NC(=O)CNC(C)CC)ccc3o2)cc1 (stereo not drawn)
→ 5.1	6.5	9.0	12.3	-2.9	-4.0	1.5	3.6	-11.0
CCN1C=CC(=C2C(=O)c3ccccc3C2=O)C=C1
→ 24.3	3.9	0.0	19.7	0.6	-3.3	0.9	/	-18.5
CCOC(=O)c1[nH]c(C)c(C)c1C
→ -16.1	19.9	6.0	2.4	-2.8	-4.0	1.1	-10.0	-2.4
COc1ccc2[nH]c3c(NCCCN4CCCC4=O)ncnc3c2c1
→ -11.9	11.0	2.0	-4.6	-1.3	-3.3	1	-18.1	5.8
CCOc1ccc2nc(NC(=S)NCc3ccccc3)sc2c1
→ -31.9	4.1	-10.0	8.2	2.4	-2.0	1.1	-3.1	-8.8

By substructure, those above with a COOH group
The line under a structure holds: S1P2 antag	PostGolgi ctrl	E coli WT exp	sEH act	S1P2 agonist	PostGolgi yeast	PLAP activator	CD11b adhes inh	sEH inh
CCc1ccc(CCC(=O)Nc2ccccc2C(=O)O)o1
→ -1.1	-3.4	-9.0	-11.9	-0.8	7.0	1.2	-3.8	12.9
N#Cc1c(C#N)c(-c2ccccc2)n(-c2ccc(C(=O)O)cc2)c1N
→ 5.4	9.9	-1.0	15.6	0.2	3.0	1	-11.1	-16.5

Additional compounds follow.
The line under a structure holds: S1P2 antag	PostGolgi ctrl	E coli WT exp	sEH act	S1P2 agonist	PostGolgi yeast	PLAP activator	CD11b adhes inh	sEH inh
CCOC(=O)c1sc2nc(N3CCOCC3)c3c(c2c1N)CCN(C)C3
→ 3.0	0.6	4.0	-7.8	1.7	-6.3	1	-7.0	7.4
COc1cc(/C=N/NC(=O)COc2ccccc2C)ccc1OC(=O)c1cccs1
→ 10.3	11.5	-10.0	-9.7	0.4	-2.3	1	6.1	12.0
CC1CCCCN1S(=O)(=O)c1ccc(NC(=O)CSc2nnnn2C)cc1 (stereo not drawn)
→ /	4.8	-7.0	/	/	-1.6	1	3.1	/
CCN1CCN(CCC(=O)Nc2ccccc2OC)CC1
→ 1.2	6.0	2.0	-5.5	-2.5	-9.8	1.1	-0.3	5.2
CCC(=O)N1c2ccc(S(=O)(=O)CCC(=O)NCc3cccs3)cc2CC1C (stereo not drawn)
→ -6.9	-2.1	5.0	-29.4	-5.6	1.7	0.7	2.5	30.7
C=CCn1c(SCC(=O)Nc2ccc(NC(=O)c3ccco3)c(OC)c2)nnc1-c1ccncc1
→ 4.6	-3.7	-8.0	-6.2	-0.2	14.6	1.5	3.6	5.8
Cc1ccccc1C(=O)Nc1ccc(S(=O)(=O)N2CCN(C)CC2)cc1
→ -4.5	8.7	3.0	3.4	-5.0	-2.9	1.3	1.2	1.9
Cc1ccc(S(=O)(=O)c2c(N)n(/N=C/c3ccco3)c3nc4ccccc4nc23)cc1
→ -9.2	41.5*	-14.0	0.7	-4.8	8.9	1.6	8.3	-1.5
Cc1onc(-c2ccccc2Cl)c1C(=O)NCCCN1CCOCC1
→ 10.2	18.9	-1.0	/	-1.2	2.8	1.1	2.1	/
O=C(c1cccnc1)N1CCN(Cc2ccccc2Br)CC1
→ -3.3	2.8	4.0	-5.2	-5.8	5.9	0.8	2.6	3.3
Cc1cc2ccc(C)c(C)c2nc1SCC#N
→ -23.6	12.5	-12.0	-5.7	-4.6	-5.3	1	-2.4	6.8
Cc1ccc(S(=O)(=O)C2CS(=O)(=O)CC2O)cc1 (stereo not drawn)
→ -5.2	8.3	-2.0	4.0	-1.6	1.4	1	-8.6	-4.4
CCOCc1nnc(NC(=O)CSc2ccc(C)cc2)s1
→ 1.0	/	/	-21.1	-4.3	/	/	/	21.9
O=C(CN1CCCCC1)Nc1cccc(-n2cnnn2)c1
→ -5.2	-0.9	10.0	6.1	-1.6	-0.6	1	-5.4	-6.1
COc1cccc(CNc2ccc(S(N)(=O)=O)cc2)c1OC
→ -21.5	-6.2	4.0	1.5	0.4	11.4	0.8	-5.3	0.8
CN(C)Cc1nc2c(c(=O)[nH]1)C(C)(C)Cc1ccccc1-2
→ -7.4	10.9	2.0	4.0	1.2	-5.4	2.3*	-10.6	-2.0
O=C(Nc1ccon1)c1ccc(Cl)s1
→ 9.6	-9.2	10.0	4.6	-1.6	6.7	1	-4.1	-7.2
Cc1ccc(-n2nc3c(c2NC(=O)c2ccc4c(c2)OCO4)CSC3)cc1
→ 8.7	1.1	-5.0	-5.2	-1.5	-2.3	/	/	5.2
CCOc1ccccc1NC(=O)CN(c1nccs1)S(=O)(=O)c1ccc(N)cc1
→ 26.2	7.5	-9.0	-5.6	-9.9	1.8	1.1	4.0	6.3
Cc1ccccc1OCc1nc(-c2ccc(NC(=O)c3ccco3)cc2)no1
→ 17.7	18.3	-5.0	-8.6	-1.3	3.3	/	/	11.3
CS(=O)(=O)N(Cc1nnc(-c2cccs2)o1)c1ccc(Cl)cc1F
→ -6.3	17.9	5.0	5.0	-6.3	-5.2	1.4	7.9	-5.5
N=c1sccn1CC(=O)Nc1ccccc1Cc1ccccc1
→ 5.7	-1.0	1.0	/	-5.2	-3.7	1.2	1.4	/
O=C(Nc1ccc(N2CCOCC2)c2nonc12)C1CCCC1
→ -6.9	4.6	1.0	3.6	-1.6	-0.8	0.9	0.2	-0.6
CN(C(=O)c1ccccn1)c1nnc(-c2cccnc2)s1
→ 6.9	-2.5	5.0	4.4	-1.7	0.2	/	/	-6.5
CC(C)c1ccc(N2C(=O)CC(Sc3nc4ccccc4o3)C2=O)cc1 (stereo not drawn)
→ 3.3	17.1	1.0	-2.3	-4.3	-3.0	1.2	/	1.1
Cc1ccc(S(=O)(=O)N2CCC(C(=O)OCC(=O)N3CC(=O)Nc4ccccc43)CC2)cc1
→ 18.1	7.7	-4.0	-13.5	-7.0	4.3	1.6	28.7	13.0
CCOC(=O)C(NC(=O)NC1CCCCC1)(c1ccccc1)C(F)(F)F (stereo not drawn)
→ -15.9	-7.3	-13.0	-2.1	-1.1	-6.5	0.6	15.7	2.4
CCCCCc1nnc(NC(=O)C(=O)OCC)s1
→ -14.4	3.2	-5.0	0.8	-2.5	-7.4	1.1	/	-0.2

From PubChem BioAssay
